influenza NS1A: NS1A inhibition, H1N1 influenza, cell based functional assay (AID 504329). one-dose inhibition, % at 12.5 µM; IC50 in µM for titrated hits. hit rate 0.3% among 340,000. NS1A functional cell-based assay, percent inhibition; higher % means a stronger effect; in the data active = a potency from the dose series; inconclusive = inhibition above about 27% without an active follow-up result; also: strong numbers were not always called active
M. tuberculosis HTS: M. tuberculosis growth inhibition, HTS (AID 449762); one-dose inhibition, % at 25 µM; IC50 in µM for titrated hits; M. tuberculosis H37Rv growth inhibition, 7H9 media; higher % means a stronger effect; hit rate 0.59% among 330,000; in the data active = a potency from the dose series; inconclusive = inhibition above about 70% without an active follow-up result;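 also: bacterial growth assessed after seven days of incubation; strong numbers were not always called active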
M. tuberculosis: growth inhibition of non-replicating M. tuberculosis (AID 488890); Mycobacterium tuberculosis non-replicating, growth inhibition; higher % means a stronger effect; inhibition, % at 25 µM, or IC50 in µM where a hit was titrated; hit rate 0.39% among 320,000; in the data active = a potency from the dose series; inconclusive = inhibition mostly from about 82% at the one dose, without a potency; inactive = the rest, 99 in 100 with inhibition below about 76%;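 also: plate controls were DMSO cells for no effect and high antibiotic wells for full effect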
inhibitors of VEEV: inhibitors of VEEV TC-83 cytopathic effect, confirmation, Vero cells (AID 588727). Vero cells, VEEV TC-83 cytopathic effect inhibition; higher % means a stronger effect. inhibition, % at 20 µM, or IC50 in µM where a hit was titrated. hit rate 0.13% among 350,000; in the data active = a potency from the dose series; inconclusive = inhibition mostly from about 14% at the one dose, without a potency; inactive = the rest, 99 in 100 with inhibition below about 12%; also: strong numbers were not always called active
PhoP GFP inhibition: PhoP regulon inhibitors, Salmonella typhi PhoP promoter GFP reporter, confirmatory (AID 1850) | inhibition, % at 50 µM; hits with a dose series show IC50 in µM | hit rate 0.33% among 310,000 | Salmonella Typhi PhoP-promoter GFP reporter, fluorescence, 4 h; higher % means a stronger effect; in the data active = a potency from the dose series; inconclusive = inhibition mostly from about 25% at the one dose, without a potency; inactive = the rest, 99 in 100 with inhibition below about 19%;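 also: 0% = induced wells with vehicle and 100% = uninduced wells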
inhibitors of VEEV 10K pilot screen: second read-out of inhibitors of VEEV, no call of its own (marks repeat the call); inhibition, %; measured here: 10K pilot screen inhibition
* = called active by the depositor; i = inactive; ? = inconclusive; nt = not tested or not shown.

Start of the data: the first 2 compounds as a preview:
SMILES	influenza NS1A	M. tuberculosis HTS	M. tuberculosis	inhibitors of VEEV	PhoP GFP inhibition	others
COc1ccc(Cl)cc1C(=O)OCC(=O)N(CC(C)C)c1c(N)n(Cc2ccccc2)c(=O)[nH]c1=O	-1%	-2%	2%	1.4%	-5%
Cc1ccc(-n2c(SCc3nc4ccccc4[nH]3)nnc2-c2ccncc2)cc1	-4%	-10%	21%	i	-7%

This part in full, repeating the preview:
SMILES	influenza NS1A	M. tuberculosis HTS	M. tuberculosis	inhibitors of VEEV	PhoP GFP inhibition	others
COc1ccc(Cl)cc1C(=O)OCC(=O)N(CC(C)C)c1c(N)n(Cc2ccccc2)c(=O)[nH]c1=O	-1%	-2%	2%	1.4%	-5%
Cc1ccc(-n2c(SCc3nc4ccccc4[nH]3)nnc2-c2ccncc2)cc1	-4%	-10%	21%	i	-7%
COC(=O)c1cc(NC(=O)CN2CCN(C(C)=O)CC2)cc(C(=O)OC)c1	13%	-11%	-2%	2.5%	7%
CN1CCN(c2nc3c(c(=O)n(C)c(=O)n3C)n2Cc2cccc(Br)c2)CC1	7%	-4%	3%	0.4%	-6%
CC1(C)Cc2c(cnn2-c2ccc(F)cc2)C(NC(=O)CCn2cncn2)C1 (configuration not stated)	-6%	-9%	-6%	i	-4%
CCC(c1c(C)[nH]oc1=O)c1c(C)[nH]oc1=O	4%	0%	-15%	1.0%	18%
CCC(Sc1ccc2nnc(-c3ccc(OC)c(OC)c3)n2n1)C(=O)O (configuration not stated)	0%	-8%	9%	i	-9%
O=C(Nc1ccc(S(=O)(=O)Nc2cnc3ccccc3n2)cc1)c1ccc([N+](=O)[O-])cc1Cl	-1%	-7%	67%	2.6%	-2%
CCOc1cc(C(=O)Nc2cc(=O)n(C)c(=O)n2C)cc(OCC)c1OCC	-11%	-7%	nt	0.1%	3%
CN1/C(=C/C2CC(=O)NC2=O)C(C)(C)c2ccccc21 (configuration not stated)	-6%	1%	17%	i	-14%
COc1ccc(Br)cc1/C=N/n1c(COc2ccccc2)n[nH]c1=S	-6%	5%	-11%	i	4%
Cc1cccc(C)c1OCCN1CCOCC1	1%	3%	-5%	0.5%	-10%
COCCNC(=O)C(OC(=O)CC1Sc2ccccc2NC1=O)c1ccccc1 (configuration not stated)	-2%	-4%	-5%	6.4%	6%
CCC1Oc2ccccc2N(CC(=O)NCCCN2CCN(Cc3ccccc3)CC2)C1=O (configuration not stated)	1%	-11%	21%	i	-1%
CCc1cc(=O)oc2cc(OCC(=O)NCC3CCC(C(=O)O)CC3)ccc12 (configuration not stated)	7%	-4%	-11%	i	-6%
CC(C)(C)c1cc(P(=O)(c2ccccc2)c2ccccc2)ccc1O	-1%	-8%	13%	2.3%	11%
CCOc1ccc(Br)cc1S(=O)(=O)Nc1ccccc1N1CCOCC1	1%	-2%	35%	i	3%	inhibitors of VEEV 10K pilot screen=2.9
Cc1ccc(C(=O)c2oc3ccccc3c2NC(=O)c2cc(-c3cc(C)ccc3O)n[nH]2)cc1	3%	7%	1%	1.9%	-2%
Cc1ccc(NC(=O)COc2ccc(-n3ccnc3)cc2)cc1Cl	3%	25µM*	6.4µM*	5.7%	-5%
CC(=O)c1ccc(N(C(=O)CNC(=O)c2ccco2)C(C(=O)NC2CCCC2)c2ccncc2)cc1 (configuration not stated)	-1%	-1%	-11%	0.8%	11%
COc1ccc(CNC(=O)C2CCCN(S(=O)(=O)c3ccc4c(c3)CCCN4C(C)=O)C2)cc1 (configuration not stated)	-9%	-1%	16%	1.6%	0%
COc1ccccc1N=NC1C(=O)N(C(N)=S)N=C1C (configuration not stated)	0%	0%	?	1.0%	-5%
CCOc1ccc(N=C(C)C2=C(O)c3ccccc3C2=O)cc1	19%	3%	25%	3.9%	4%
O=Cc1c(N2CCC3(CC2)OCCO3)nc2ccccn2c1=O	-16%	-6%	6%	4.0%	-3%
CN(C)c1ccc(C(c2ccc(N(C)C)cc2)c2ccc([N+](=O)[O-])cc2)cc1	8%	5%	-2%	i	-2%
CC(=O)c1cccc(NC(=O)c2ccc(OC3CSC3)cc2)c1	0%	-3%	0%	0.6%	3%
CC(=O)N=c1c(C#N)cc2c(=O)n3cccc(C)c3nc2n1CCCOC(C)C	nt	14%	11%	8.7%	-8%
O=C(O)/C=C\C(=O)Nc1cc(O)ccc1[N+](=O)[O-]	-1%	-6%	-9%	0.1%	11%
CCOC(=O)CSc1nc2cc(C(=O)N3CCC(C(N)=O)CC3)ccc2c(=O)n1C1CCCCC1	2%	-5%	15%	4.8%	-11%
Cc1ccc(-c2nc(C3CCN(S(=O)(=O)c4ccc(C(C)(C)C)cc4)CC3)no2)cc1	6%	-11%	nt	1.9%	nt
Cc1ccc(Oc2ccccc2/C=C/C(=O)O)cc1	4%	nt	30%	1.8%	-3%
CCN(CC)CCn1c(=S)[nH]c2cc(Cl)ccc2c1=O	7%	-4%	-8%	2.9%	7%
CN(Cc1ccco1)S(=O)(=O)c1cc(F)ccc1CN1C(=O)c2cccnc2C1=O	-2%	3%	6%	1.8%	3%
COc1ccc(C2=NN(C(=O)CN3CCCC3)C(c3ccc(OC)cc3)C2)cc1 (configuration not stated)	nt	-2%	nt	i	2%
Cc1[nH]c2ccccc2c1/C=N/Nc1nc(Nc2ccc(F)cc2)nc(N2CCOCC2)n1	3%	62%	37%	9.6%	-2%
COc1cc2ncnc(Nc3ccc4c(c3)OCO4)c2cc1OC	-2%	6%	-6%	5.2%	-5%
C=CCNc1nnc(Cl)c2ccccc12	2%	-7%	7%	2.0%	0%
CCn1nc(C)c(NC(=O)/C=C/c2cnn(C)c2C)c1C	-9%	-2%	-13%	1.3%	-4%
Cc1ccc(NC(=O)CN2C(=O)NC(C)(C)C2=O)cc1S(=O)(=O)N1CCCCCC1	-13%	nt	nt	5.2%	nt
COc1cc(/C=N/NC(=O)c2cc(-c3ccccc3OC(C)C)nc3ccccc23)ccc1O	-3%	-8%	-8%	>25µM*	-2%
CCOC(=O)c1c(C)[nH]c(C)c1C(=O)COC(=O)CCOc1ccccc1OC	3%	0%	31%	2.8%	0%
Cc1nn(C(C)CC(=O)O)c(C)c1C (configuration not stated)	-3%	-11%	-18%	0.3%	-9%
CCn1c(=O)n(CC(=O)NCC2CCCO2)c(=O)c2c3c(sc21)COC(C)(C)C3 (configuration not stated)	-10%	2%	68%	2.2%	-17%
COc1cccc(NC(=O)c2cncs2)c1	-2%	0%	-5%	0.8%	-5%
Cc1ccc(S(=O)(=O)Nc2c(C)nc3nc(C)[nH]n3c2=O)c(C)c1	12%	-6%	-10%	1.2%	-10%
NC(=S)N/N=C\c1c2ccccc2cc2ccccc12	8%	0%	21%	i	-10%	inhibitors of VEEV 10K pilot screen=2.7
Cc1ccc(Nc2nc(C)cc(C)n2)c(Br)c1	-1%	-2%	11%	i	2%	inhibitors of VEEV 10K pilot screen=0.7
Cc1ccc(-n2c3c(cc(C(=O)NCc4ccco4)c2=O)C(=O)CCC3)cc1	6%	-8%	-1%	i	-2%
CCOC(=O)c1c(NC(=O)c2ccccc2Br)sc2c1CCc1ccccc1-2	-3%	16%	49%	3.7%	-10%
C=CCOC(=O)C1=C(C)N=C2SCCC(=O)N2C1/C=C/c1ccccc1OC (configuration not stated)	8%	-4%	1%	1.6%	-12%
O=C(/C=C/c1ccc2c(c1)OCO2)Nc1nc(-c2ccc(F)cc2)cs1	nt	3%	-2%	nt	-2%
CCOc1ccc(C2C(C(=O)c3cccs3)=C(O)C(=O)N2CCCn2ccnc2)cc1 (configuration not stated)	nt	-5%	0%	nt	0%
CCCCCCCCCCCC(=O)NC(C(=O)OCC)C(O)c1cccc([N+](=O)[O-])c1 (configuration not stated)	2%	0%	0%	i	-7%	inhibitors of VEEV 10K pilot screen=0.1
O=C(N1CCOCC1)n1nnc2ccccc21	-9%	3%	1%	i	2%
COc1cc(N2C(=O)NC3CC2(C)Oc2ccccc23)cc(OC)c1OC (configuration not stated)	-11%	-7%	1%	2.6%	-3%
CCCCN(C(=O)C1CCCO1)c1c(N)n(CCC)c(=O)[nH]c1=O (configuration not stated)	2%	0%	-2%	2.5%	nt
CC(=O)c1ccc(N2CCN(C(=O)c3nn(Cc4ccccc4)c(=O)c4ccccc34)CC2)cc1	12%	?	31%	6.2%	-16%
CCOc1c(Br)cc(CNC2CCCCCCC2)cc1OC	6%	11%	41%	i	-2%
Cc1cc(=O)oc2cc(OC(C)C(=O)NCc3ccccn3)ccc12 (configuration not stated)	4%	-4%	-12%	7.5%	-7%
COC(=O)c1cc2oc3ccccc3c2n1CC(=O)N1CCCc2ccccc21	16%	0%	6%	1.4%	-1%

The list goes on.
SMILES	influenza NS1A	M. tuberculosis HTS	M. tuberculosis	inhibitors of VEEV	PhoP GFP inhibition	others
CCc1cc(C(=O)COc2ccc(F)cc2)c(O)cc1O	1%	7%	7%	0.4%	6%
O=C(CSc1nnc(C2CC2)n1C1CC1)c1cc(F)ccc1F	8%	nt	nt	4.8%	nt
CC(NC(=O)c1cc(F)c(F)c(F)c1F)c1ccc(-n2ccnc2)cc1 (configuration not stated)	-8%	-2%	16%	5.9%	-5%
O=C(Nc1ccc2oc(-c3ccccc3Cl)nc2c1)c1cncc(Br)c1	5%	2%	-1%	13%	-8%
Cc1nn(-c2ccccc2)nc1C(=O)NNC(=O)c1ccc(C(F)(F)F)cc1	-2%	?	-5%	0.6%	1%
CCC(=O)c1ccc(N2CCC(C)CC2)c(F)c1	-5%	-5%	51%	0.1%	-1%
CC(C)c1nc2c([nH]1)c(=O)n(C)c(=O)n2C	-26%	2%	-9%	0.5%	-4%
O=C(CSc1n[nH]c(=O)[nH]c1=O)Nc1ccc(Br)cc1Br	-1%	5%	2%	i	nt
O=C(CN1CCN(S(=O)(=O)c2ccc(F)cc2)CC1)Nc1ccc(F)cc1F	0%	2%	3%	2.5%	5%
CC(=O)NCCc1nc2cc(NC(=O)COc3cccc(C)c3)ccc2n1C	5%	5%	-2%	0.4%	-3%
C=CCn1c(SCC(=O)Nc2cccnc2Cl)nnc1-c1ccccc1F	-1%	-9%	2%	i	-9%
COc1ccc2c(c1)c1c(n2C)[C@@H]2CC=C(CO)[C@@H](C1)N2C	8%	3%	22%	0.4%	nt	inhibitors of VEEV 10K pilot screen=0.1
O=C(Cc1coc2ccc3ccccc3c12)NCc1ccccc1	3%	-5%	23%	i	7%
Cc1cc(C)c(S(=O)(=O)NCc2ccccn2)cc1C	-4%	-2%	74%	i	-8%
O=C(CN1CCN(S(=O)(=O)c2ccc(Cl)cc2)CC1)Nc1ccc2c(c1)CCC2	15%	-5%	-4%	0.0%	-2%	inhibitors of VEEV 10K pilot screen=3.1
COc1cccc(CNC(=O)CCS(=O)(=O)c2cccs2)c1	9%	-9%	-6%	1.0%	2%
CCOc1ccccc1N1CCN(c2nc3ccccc3nc2C(C#N)C(=O)OC(C)C)CC1 (configuration not stated)	2%	3%	16%	i	11%
O=C(Cn1cnc2sc(-c3ccccc3)cc2c1=O)NCCc1ccccc1	14%	-2%	24%	?	5%
CC(C)C(=O)c1cc2c(cc1NC(=O)Nc1cccc3ccccc13)OCCO2	nt	-15%	28%	nt	-15%
Cc1ccccc1C(=O)c1ccccc1C(=O)c1ccccc1	-4%	nt	nt	1.8%	nt
CNC(=O)Oc1cccc(-c2cn3cc(Cl)ccc3n2)c1	10%	-8%	15%	0.7%	-5%
C=CCN1C(=O)NC(=O)/C(=C/c2ccc(OC)c(COc3ccc(NC(C)=O)cc3)c2)C1=O	1%	7%	-10%	i	0%
O=S(=O)(c1cccc(NC(=S)N2CCN(c3ccc(F)cc3)CC2)c1)C(F)F	7%	2%	63%	2.5%	-3%
CCOc1ccc(NC(=O)CCCn2c(=S)[nH]c3ccsc3c2=O)cc1	0%	-1%	-13%	0.3%	9%
O=C(Nc1ccccc1)N1CCc2scc[n+]2-c2ccccc21	2%	1%	14%	0.0%	-10%
O=c1[nH]c2ccc(NS(=O)(=O)c3ccc(Cl)cc3)cc2[nH]1	-2%	1%	13%	0.1%	-2%	inhibitors of VEEV 10K pilot screen=1.4
CCCCN1CNC(=S)N(Cc2ccccc2)C1	8%	0%	14%	0.4%	-2%

Fetched by compound from above, 4 records:
SMILES	influenza NS1A	M. tuberculosis HTS	M. tuberculosis	inhibitors of VEEV	PhoP GFP inhibition	others
CCOc1ccc(NC(=O)CCCn2c(=S)[nH]c3ccsc3c2=O)cc1	0%	-1%	-13%	0.3%	9%
Cc1ccccc1C(=O)c1ccccc1C(=O)c1ccccc1	-4%	nt	nt	1.8%	nt
O=c1[nH]c2ccc(NS(=O)(=O)c3ccc(Cl)cc3)cc2[nH]1	-2%	1%	13%	0.1%	-2%	inhibitors of VEEV 10K pilot screen=1.4
C=CCN1C(=O)NC(=O)/C(=C/c2ccc(OC)c(COc3ccc(NC(C)=O)cc3)c2)C1=O	1%	7%	-10%	i	0%

High-throughput results from PubChem.
